Screening results: PubChem BioAssay, Sanford-Burnham Center for Chemical Genomics
APJ agonist: agonists of human apelin receptor APJ, primary screen, CHO-K1 cells, PathHunter beta-arrestin, luminescence; P35414; 0% DMSO wells, 100% apelin; activation, % at 20 µM; 0.11% of 330,000 active; AID 2520, 2010;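 active means activation more than six SD over the plate average, tested at 20 µM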;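 further: 0% = DMSO alone and 100% = apelin-13 at 10 nM; some results filed as inactive read as strong as hits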
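Material: CHO-K1 APJ beta-arrestin complementation cell line; Input: cell density 1000 per well; Incubation: compound stimulation 90 min at 25 °C, detection 60 min; Signal: luminescence from split beta-galactosidase complementation, Galacton Star/Emerald II substrate; Controls: DMSO-only wells as negative, 10 nM Apelin-13 as positive control.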
Mdm2 MdmX PPI: inhibitors of human Mdm2-MdmX association, primary screen, cell-based, luminescence, split luciferase, SaOS-2, uHTS; inhibition, % at 8 µM; 3% of 330,000 active; AID 485346, 2010; SaOS-2 split-luciferase Mdm2/MdmX complementation;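 active means inhibition of at least 50% at 8 µM in the primary screen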
Target sequence (O15151 whole entry, looked up): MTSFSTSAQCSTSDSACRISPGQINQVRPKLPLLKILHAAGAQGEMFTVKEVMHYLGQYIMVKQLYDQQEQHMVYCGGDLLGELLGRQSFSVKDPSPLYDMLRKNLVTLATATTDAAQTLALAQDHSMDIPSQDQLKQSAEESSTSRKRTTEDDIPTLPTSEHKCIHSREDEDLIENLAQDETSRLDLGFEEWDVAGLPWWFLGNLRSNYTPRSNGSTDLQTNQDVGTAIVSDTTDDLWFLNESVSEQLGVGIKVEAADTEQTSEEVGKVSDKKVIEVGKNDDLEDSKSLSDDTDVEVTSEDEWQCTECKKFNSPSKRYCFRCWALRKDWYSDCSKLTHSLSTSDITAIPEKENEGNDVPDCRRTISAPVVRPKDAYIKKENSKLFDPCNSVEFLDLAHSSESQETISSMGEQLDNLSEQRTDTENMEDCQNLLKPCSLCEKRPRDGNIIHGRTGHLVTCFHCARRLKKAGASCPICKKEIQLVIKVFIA
Target sequence (Q00987 whole entry, looked up): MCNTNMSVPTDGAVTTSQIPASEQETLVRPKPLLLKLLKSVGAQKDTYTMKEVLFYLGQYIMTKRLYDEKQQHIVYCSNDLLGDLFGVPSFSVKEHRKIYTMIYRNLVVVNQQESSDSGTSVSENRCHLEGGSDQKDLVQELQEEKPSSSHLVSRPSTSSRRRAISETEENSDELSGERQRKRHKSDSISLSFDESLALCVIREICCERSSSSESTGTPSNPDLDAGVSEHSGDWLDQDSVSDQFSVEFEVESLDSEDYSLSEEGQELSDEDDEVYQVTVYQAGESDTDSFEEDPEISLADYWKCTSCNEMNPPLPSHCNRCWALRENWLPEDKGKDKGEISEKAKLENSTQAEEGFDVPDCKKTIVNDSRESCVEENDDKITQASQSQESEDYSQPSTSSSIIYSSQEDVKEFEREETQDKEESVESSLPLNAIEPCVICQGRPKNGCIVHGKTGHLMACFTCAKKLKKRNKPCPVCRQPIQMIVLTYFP
tim10-1 inh: growth inhibitors of tim10-1 mutant yeast, primary screen, luminescence, uHTS. S. cerevisiae tim10-1 ts strain growth, BacTiter-Glo, 24 h. inhibition, % at 20 µM. 2.2% of 330,000 active. AID 463190, 2010;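 active means inhibition of at least 40%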;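 further: mutant grown at 25 °C; 0% = DMSO wells with yeast and 100% = wells holding no yeast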
TIM10 inh: growth inhibitors of isogenic TIM10 control yeast, primary screen, counter-screen for tim10-1 yeast inhibitor project, luminescence, uHTS; S. cerevisiae TIM10 strain growth, BacTiter-Glo luminescence, 24 h; inhibition, % at 10 µM; 1.4% of 330,000 active;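 active means inhibition of 40% or more at the single tested concentration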;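 further: wild-type TIM10 isogenic control strain grown at permissive 25 °C; 0% = DMSO yeast wells and 100% = minimal medium wells without yeast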
NR3A LBD binder: binders of NR3A ligand-binding domain, primary screen, biophysical, differential scanning fluorimetry, uHTS; Glutamate receptor ionotropic, NMDA 3A (GRIN3A) ligand-binding domain; NR3A LBD differential scanning fluorimetry, Tm shift; 0% = protein alone, 100% = glycine-bound protein; Tm shift relative to glycine control, % at 25 µM; 2.5% of 340,000 active; AID 1259313, 2017;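 active means melting temperature shift of at least 10% of the positive control shift, at one fixed dose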
tim23-1 inh: growth inhibitors of tim23-1 mutant yeast, primary screen, luminescence, uHTS. S. cerevisiae tim23-1 growth, BacTiter-Glo luminescence, 24 h. AID 463212, 2010. inhibition, % at 20 µM. 1.3% of 330,000 active;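 active means growth inhibition of the mutant yeast at or above 50%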;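 further: temperature-sensitive mutant grown at 25 °C; plate controls were DMSO-treated mutant yeast for no effect and medium wells lacking yeast for full effect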
UPR CHOP act: activators of apoptotic CHOP UPR arm, primary screen, cell-based, CHO-CHOP luciferase reporter, luminescence, uHTS; 0.34% of 330,000 active; UPR activation; percent of tunicamycin response over DMSO baseline; AID 449763, 2010; activation, % at 10 µM;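 active means at 10 µM dose, activation of 40% or more, normalized to positive control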;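 further: 100% = tunicamycin at 10 µg/mL and 0% = DMSO alone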
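measured by = luciferase luminescence | assay system = CHO-CHOP cells, stable luciferase reporter of PERK-eIF2a-CHOP signalling | amount = 500 reporter cells seeded per well | timing = 6 h compound exposure at 37 °C after overnight seeding | controls = positive tunicamycin 10 µg/mL, negative DMSO alone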
NALP3 yeast inh: NALP3 inflammasome inhibitors in reconstituted yeast, primary screen, luminescence, uHTS. Yeast reconstituted NLRP3/ASC/caspase-1, beta-gal luminescence, 24 h. inhibition, % at 10 µM. 0.39% of 330,000 active. AID 2825, 2010;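 active means inhibition of 50% or more; inactive means inhibition below 50%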;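 further: plate controls were induced DMSO wells for no effect and uninduced yeast grown without galactose for full effect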
XBP1 UPR activ: activators of adaptive XBP1 UPR arm, primary screen, cell-based, CHO-XBP1 luciferase reporter, luminescence, uHTS | IRE1-XBP1 UPR activation; percent of tunicamycin response, DMSO as zero | activation, % at 20 µM | 0.33% of 330,000 active | AID 463104, 2010;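 active means versus positive control, 20 µM dose yields 30% or more activation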;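 further: 100% = tunicamycin at 10 µg/mL and 0% = DMSO only wells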
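Material: CHO-XBP1 cells stably carrying IRE1-XBP1-driven luciferase reporter / Amount: 1000 cells per well / Compound: 20 µM, 1% DMSO / Times: 6 h treatment, 37 °C / Detection: luciferase luminescence / Measure: % activation of reporter signal versus tunicamycin and DMSO controls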
* = called active by the depositor.

A first look, two compounds:
SMILES	APJ agonist	Mdm2 MdmX PPI	tim10-1 inh	TIM10 inh	NR3A LBD binder	tim23-1 inh	UPR CHOP act	NALP3 yeast inh	XBP1 UPR activ
O=C(c1cc2c(ccc3ccccc32)o1)N1CCN(c2ncc(C(F)(F)F)cc2Cl)CC1	5	33	11	12	1	9	0.6	-5	-2
Cc1nc(SCC(=O)N(C)C2CCCCC2)[nH]c(=O)c1Cc1ccccc1	-5	22	13	4	2	6	1.4	-5	-4

The listing, previewed entries included:
SMILES	APJ agonist	Mdm2 MdmX PPI	tim10-1 inh	TIM10 inh	NR3A LBD binder	tim23-1 inh	UPR CHOP act	NALP3 yeast inh	XBP1 UPR activ
O=C(c1cc2c(ccc3ccccc32)o1)N1CCN(c2ncc(C(F)(F)F)cc2Cl)CC1	5	33	11	12	1	9	0.6	-5	-2
Cc1nc(SCC(=O)N(C)C2CCCCC2)[nH]c(=O)c1Cc1ccccc1	-5	22	13	4	2	6	1.4	-5	-4
O=C(Cc1ccc(F)cc1)NC(Cc1c[nH]c2ccccc12)C(=O)O (stereo unspecified)	-4	-6	5	-16	0	11	-2.2	-1	-5
COC(=O)c1ccccc1NC(=O)CSc1nc2cccnc2n1C	1	2	-5	-10	-2	13	-1.6	-3	1
CN1c2ccccc2N(C)C1c1c(O)ccc2ccccc12	0	3	-14	-1	-1	14	-0.2	6	-1
CC1CCCN(C(=O)CCS(=O)(=O)c2cc3c(cc2Cl)NC(=O)CO3)C1 (stereo unspecified)	9	-32	13	4	-1	26	0.3	-2	1
O=C(CSc1ncnc2c1cnn2-c1ccc(F)cc1)NCc1ccc2c(c1)OCO2	1	-13	-4	-12	0	-7	1.7	8	1
CCn1c(=O)n(CC)c2cc(S(=O)(=O)NCCOc3ccccc3)c(C)cc21	0	15	-7	-13	3	15	-1.6	13	0
CC(C)(C)C(=O)Nc1cc(NC(=O)C(C)(C)C)cc(C(=O)Nc2cc(C(=O)O)cc(C(=O)O)c2)c1	0	-5	-6	5	-3	-10	-1.6	3	-1
CSc1ccc(Cl)c(C(=O)OCC(=O)NCC(C)C)c1	-1	-11	15	-4	0	13	-0.8	11	-1
Cc1cc(OCC(=O)Nc2ccc(N3CCCC3)cc2)cc(C)c1Cl	-6	23	-16	-37	-19	6	-0.1	8	3
CC(Sc1nnc(NC2CC2)s1)C(=O)Nc1ccc(N2CCOCC2)cc1 (stereo unspecified)	1	-1	0	-7	-2	-15	0.4	2	3
O=c1[nH]c(C(F)(F)F)nc2ccc3ccccc3c12	2	-19	-14	-8	0	13	1.5	15	-5
COc1ccc(Nc2cc(=O)n(-c3ccccc3)c3c2c(=O)n(C)c(=O)n3C)cc1	-4	21	15	18	-1	19	0.0	10	0
CCOC(=O)C(Cc1ccccc1)C(=O)Nc1cccc2ccccc12 (stereo unspecified)	-2	-13	34	2	-3	22	-1.9	-4	-1
COc1ccc(CCNc2ncnc3nc[nH]c23)cc1OC	0	18	8	-4	3	-21	-1.4	7	-1
O=C(OCC(=O)N1CCN(C(=O)c2ccco2)CC1)c1cn(-c2ccccc2)nc1-c1ccccc1	-1	7	29	18	-1	18	-0.5	14	-5
O=C(c1cc2sccc2n1Cc1ccccc1)N1CCN(c2nc3ccccc3s2)CC1	2	14	30	27	-1	17	2.5	-2	-4
CCn1c(SCC(N)=O)nc2ccccc2c1=O	1	-28	-6	-5	-1	11	0.4	9	2
CC(C)CN(C(=O)CCC(=O)OC(C)C(=O)Nc1cccc(C#N)c1)c1c(N)n(CC(C)C)c(=O)[nH]c1=O (stereo unspecified)	-5	0	-4	-3	-1	-6	-0.2	5	-1

One compound at a time (already shown).
Entry for Cc1nc(SCC(=O)N(C)C2CCCCC2)[nH]c(=O)c1Cc1ccccc1 : APJ agonist = -5; Mdm2 MdmX PPI = 22; tim10-1 inh = 13; TIM10 inh = 4; NR3A LBD binder = 2; tim23-1 inh = 6; UPR CHOP act = 1.4; NALP3 yeast inh = -5; XBP1 UPR activ = -4
Entry for CN1c2ccccc2N(C)C1c1c(O)ccc2ccccc12 : APJ agonist = 0; Mdm2 MdmX PPI = 3; tim10-1 inh = -14; TIM10 inh = -1; NR3A LBD binder = -1; tim23-1 inh = 14; UPR CHOP act = -0.2; NALP3 yeast inh = 6; XBP1 UPR activ = -1

(cont.)
SMILES	APJ agonist	Mdm2 MdmX PPI	tim10-1 inh	TIM10 inh	NR3A LBD binder	tim23-1 inh	UPR CHOP act	NALP3 yeast inh	XBP1 UPR activ
Cn1c(=O)c2c(nc(NCc3ccco3)n2Cc2ccc(Cl)cc2Cl)n(C)c1=O	0	2	1	9	2	6	-0.9	-6	2
Cc1ccc(N2CC(=O)N(NC(=O)CN3CCN(c4ccccc4)CC3)CC2=O)cc1	2	3	1	-2	-3	12	1.1	9	0
COc1ccccc1NS(=O)(=O)c1ccc(O)c(C(=O)OCC(=O)N2c3ccccc3CC2C)c1 (stereo unspecified)	-1	-5	12	10	-1	35	3.0	7	-5
Cc1cc(C)n(-c2cc(C(C)(C)C)nc3c(-c4ccc(Cl)cc4)cnn23)n1	-2	-37	40	34	1	41	3.9	10	3
CCN(CC(=O)NC1CCS(=O)(=O)C1)S(=O)(=O)c1ccccc1 (stereo unspecified)	2	-12	6	-1	3	5	4.9	6	-1
COc1ccccc1CNC(=O)C(=O)NCC1OCCN1S(=O)(=O)c1ccccc1 (stereo unspecified)	-3	39	21	-5	1	18	0.4	9	-5
COC(C(=O)Nc1ccc(NC(=O)C(OC)c2ccccc2)cc1)c1ccccc1 (stereo unspecified)	-2	2	-4	3	3	-6	1.9	7	0
NNC(=O)CCc1ccc(S(=O)(=O)N2CCOCC2)cc1	-2	-20	12	5	-1	9	-0.3	4	-1
CC(C)(C)NC(=O)C(c1ccco1)N(Cc1ccc2c(c1)OCO2)C(=O)c1snc(C(N)=O)c1N (stereo unspecified)	1	-6	11	15	1	18	0.7	13	-4
C=C1c2ccccc2S(=O)(=O)N(Cc2ccccc2)C1COCc1ccccc1 (stereo unspecified)	4	-3	11	11	-1	26	-0.6	17	-3
O=C(COc1ccccc1)N(Cc1ccccc1)c1nc(-c2ccccc2)cs1	-4	30	12	-4	0	-1	-1.3	-21	-2
Cc1cccc(CCNC(=O)Cn2ncc3c([nH]c4ccc(C)cc43)c2=O)c1	8	48	-9	2	0	8	1.4	1	1
CCN(C(=O)CN1C(=O)S/C(=C\C=C\c2ccccc2)C1=O)C1CCS(=O)(=O)C1 (stereo unspecified)	5	0	-8	5	-1	-4	3.7	1	-3
COc1ccc(Cl)cc1NC(=O)Nn1cnnc1	-3	-9	-3	-5	1	17	0.2	5	0
CCOc1ccc(NC(=O)C(=O)N/N=C\c2ccc(CNS(=O)(=O)c3ccccc3)o2)cc1	-1	-6	1	-26	2	-17	1.0	16	19
CCOC(=O)c1[nH]c(C)c(C(=O)OCC(=O)N2CC(=O)Nc3ccccc32)c1C	-2	6	16	9	-4	0	2.1	8	-2
CCC(CO)Oc1cc(NCc2cccc(F)c2)c2ncn(C(C)C)c2c1 (stereo unspecified)	1	9	2	-5	1	13	-0.2	3	-1
CC(=O)OC(C(=O)NCS(=O)(=O)c1ccc(C)cc1)c1cccnc1 (stereo unspecified)	-4	-7	5	-4	-1	1	-2.1	3	2
Cc1noc(N)c1C1(O)C(=O)Nc2c(Cl)cc(Cl)cc21 (stereo unspecified)	2	-32	15	16	-1	24	0.3	15	1
CCOC(=O)C1CN(S(=O)(=O)c2ccc(F)cc2)C1	0	9	1	8	1	-2	0.8	-5	-1

Sorted by number of heavy atoms (largest number first): part of the list above.
SMILES	APJ agonist	Mdm2 MdmX PPI	tim10-1 inh	TIM10 inh	NR3A LBD binder	tim23-1 inh	UPR CHOP act	NALP3 yeast inh	XBP1 UPR activ
COc1ccccc1CNC(=O)C(=O)NCC1OCCN1S(=O)(=O)c1ccccc1 (stereo unspecified)	-3	39	21	-5	1	18	0.4	9	-5
Cc1cccc(CCNC(=O)Cn2ncc3c([nH]c4ccc(C)cc43)c2=O)c1	8	48	-9	2	0	8	1.4	1	1
Cc1noc(N)c1C1(O)C(=O)Nc2c(Cl)cc(Cl)cc21 (stereo unspecified)	2	-32	15	16	-1	24	0.3	15	1

The list continues.
SMILES	APJ agonist	Mdm2 MdmX PPI	tim10-1 inh	TIM10 inh	NR3A LBD binder	tim23-1 inh	UPR CHOP act	NALP3 yeast inh	XBP1 UPR activ
COc1ccc(NC(=O)c2cncn2-c2ccccc2)cc1	3	0	-3	13	-2	0	2.2	3	-3
CC(=O)c1cccc(Nc2c3c(nc4ccccc24)CCC3)c1	-5	55*	23	6	0	21	0.7	12	-1
CCOC(=O)C1=C(c2ccccc2)Nc2ncnn2C1c1ccc(OC)c(OC)c1OC (stereo unspecified)	3	-17	7	6	-9	9	1.0	7	-3
CCOC(=O)CN(C(=O)CSc1nnc(-c2ccc(OC)c(OC)c2)o1)c1ccccc1	-3	7	25	12	0	3	0.6	26	-1
Cc1ccc2c(c1)nnn2C1CCN(CC(=O)Nc2ccc(F)cc2)CC1	-5	15	9	-4	0	13	0.4	4	0
Cn1c(=O)c2c(nc(SCC(=O)O)n2Cc2cc3c(cc2Cl)OCO3)n(C)c1=O	-2	-7	10	-1	2	0	-0.5	11	0
O=C(NC1CCN(S(=O)(=O)c2ccccc2)CC1)c1cccc(F)c1	-1	16	6	8	0	12	1.0	9	0
Cc1[nH]nc(SCC(=O)N2CCCCCC2)c1[N+](=O)[O-]	-6	-5	7	16	-5	-9	0.6	4	-2
COc1ccc(NC(=O)CSc2nnc(-c3ccco3)n2C)cc1	0	10	6	-4	-1	8	0.7	2	-4
COc1ccc(C2COc3cc(O)ccc3C2)c(OC)c1O (stereo unspecified)	-4	14	12	0	0	14	-1.2	11	1
CC1CN(C(=S)Nc2ccc(S(N)(=O)=O)cc2)CC(C)O1 (stereo unspecified)	-6	17	-3	2	-2	3	-0.1	23	-2
O=c1oc(-c2ccc([N+](=O)[O-])cc2)nc2ccc(O)cc12	-3	-9	21	14	-4	52*	1.9	19	-2
